D1 potentiator – human D1 dopamine receptor positive modulation; AID 504651; hit rate 0.036% among 360,000; potentiation, % at 10 µM; HEK293 TREx D1 cells, calcium flux, dopamine EC20 potentiation; in the data active = potentiation above about 30%; note: 0% is about no effect
Target sequence (P21728 whole entry, looked up): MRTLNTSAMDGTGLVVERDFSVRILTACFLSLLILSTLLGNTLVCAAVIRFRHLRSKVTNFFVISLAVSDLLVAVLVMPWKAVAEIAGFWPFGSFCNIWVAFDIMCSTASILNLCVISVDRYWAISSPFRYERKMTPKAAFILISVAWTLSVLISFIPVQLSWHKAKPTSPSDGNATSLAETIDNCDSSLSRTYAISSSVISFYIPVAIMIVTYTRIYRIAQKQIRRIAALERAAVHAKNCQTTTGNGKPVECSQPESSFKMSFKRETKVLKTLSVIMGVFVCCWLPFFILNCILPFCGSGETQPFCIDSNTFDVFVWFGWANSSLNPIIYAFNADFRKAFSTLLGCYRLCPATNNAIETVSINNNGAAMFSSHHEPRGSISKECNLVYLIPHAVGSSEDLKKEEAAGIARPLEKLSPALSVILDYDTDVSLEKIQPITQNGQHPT
TRHR enhancer – allosteric enhancers of human TRH receptor; P34981; TRHR cells, fluo-8 calcium fluorescence, EC20 TRH enhancement; enhancement, % at 2 µM; hit rate 0.66% among 360,000; in the data active = enhancement above about 30%; note: 0% is about no effect
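TRHR-expressing cells loaded with fluo-8 calcium dye were read kinetically (ex 480/em 530) during compound addition, then stimulated with an EC20 of TRH (10 nM final). Enhancement of the Gq-mediated intracellular calcium response was scored.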
D1 agonist – human D1 receptor agonism; P21728; HEK293 T-REx D1 cells, calcium flux, agonist mode; activation, % at 2 µM; hit rate 1% among 360,000; note: 0% is about no effect
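Inducible HEK293 T-REx D1 cells, force-coupled to calcium signalling, were plated at 4000 cells/well with tetracycline and held overnight at 30 C. After no-wash calcium dye loading, compound-evoked calcium rise over 180 s flagged agonists.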
D2 antag – antagonists of human D2 dopamine receptor | P14416 | HEK293 TREx D2 cells, calcium flux, dopamine EC80 | inhibition, % at 10 µM | hit rate 2% among 340,000; in the data active = inhibition above about 30%; note: 0% is about no effect
Target sequence (P14416 whole entry, looked up): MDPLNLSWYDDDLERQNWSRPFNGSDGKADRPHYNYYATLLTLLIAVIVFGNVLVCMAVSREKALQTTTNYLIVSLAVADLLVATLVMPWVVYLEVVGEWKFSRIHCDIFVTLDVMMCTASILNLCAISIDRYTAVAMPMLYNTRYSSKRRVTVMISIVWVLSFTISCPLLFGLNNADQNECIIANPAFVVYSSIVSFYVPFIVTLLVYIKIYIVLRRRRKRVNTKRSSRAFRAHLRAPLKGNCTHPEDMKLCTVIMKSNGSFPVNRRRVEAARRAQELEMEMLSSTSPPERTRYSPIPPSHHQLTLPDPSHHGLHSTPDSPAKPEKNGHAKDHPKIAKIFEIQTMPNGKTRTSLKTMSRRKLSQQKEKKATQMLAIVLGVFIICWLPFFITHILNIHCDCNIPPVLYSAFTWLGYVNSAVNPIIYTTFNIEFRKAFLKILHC
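Antagonism is scored as inhibition of an EC80 dopamine-evoked calcium signal in a force-coupled, tetracycline-inducible HEK293 T-REx D2 line, with compound present 180 s before agonist.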
TRHR ag – activates the human TRH receptor; hit rate 0.18% among 360,000; TRHR cells, calcium flux fluo-8, FDSS agonist mode; activation, % at 2 µM; note: 0% is about no effect
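TRHR-expressing cells, plated overnight in medium with 10% serum, were loaded with fluo-8 calcium dye at room temperature. After a 10 s baseline, library compound was pin-added and calcium release was recorded kinetically (ex 480/em 530) as agonist response.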
D1 antagonist – human D1 dopamine receptor antagonism | P21728 | HEK293 TREx D1 cells, calcium flux, dopamine EC80; stronger effect = lower value | activity change, negative = inhibition, % at 10 µM | hit rate 3.2% among 360,000; in the data active = activity change below about -30%; note: % is set by controls: 0 for no effect and ±100 for the full control effect
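Allosteric or orthosteric antagonism assessed as attenuation of the calcium response to EC80 dopamine, added 180 s after compound, in induced HEK293 Trex D1 cells loaded with no-wash calcium dye.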
D2 potentiator – positive allosteric modulators of human D2 dopamine receptor; potentiation, % at 10 µM; hit rate 0.34% among 340,000; HEK293 T-REx D2, calcium flux, EC20 dopamine potentiation; P14416;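 active = potentiation over 3 SD above the plate norm, cut at about 30% in these data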; note: 0% is about no effect
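Potentiation of an EC20 dopamine calcium response measured kinetically over 180 s, after a preceding 180 s compound-only read flagging agonists. Cells: inducible Hek293 Trex D2 line, 4000/well, cultured overnight at 30 C before dye loading.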
D2 ag – agonists of human D2 dopamine receptor; P14416; HEK293 T-REx D2 cells, calcium flux agonist mode; activation, % at 2 µM; hit rate 0.53% among 340,000; AID 485358;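 active = activation over 3 SD above normal in the single-dose calcium agonist read, cut at about 30% in these data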; note: 0% is about no effect
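Tetracycline-induced HEK293 T-REx cells with force-coupled D2 receptor, plated overnight at 30 C, loaded with no-wash calcium dye. After a 10 s baseline, compound was pin-added and calcium flux read kinetically for 180 s; calcium rises flagged agonists.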
RXFP1 antagonist – RXFP1 (human) relaxin receptor antagonism. activity change, negative = inhibition, % at 57.5 µM. HEK293-RXFP1, relaxin-stimulated cAMP HTRF, 30 min; stronger effect = lower value. Q9HBX9. AID 1259400. hit rate 0.59% among 350,000;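 active = activity change of -60% or lower, but not beyond a set lower limit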; note: % is set by controls: 0 for no effect and ±100 for the full control effect
Starred values were filed as active, the others as inactive; . = no result given; & = joins results of further samples. Cut-off read from the data, not from the text of the source, unless noted: active = activation above about 30%; inactive = the rest.

SMILES | D1 potentiator | TRHR enhancer | D1 agonist | D2 antag | TRHR ag | D1 antagonist | D2 potentiator | D2 ag | RXFP1 antagonist
Cc1nc2ccc(NC(=O)c3c(-c4ccccc4)noc3C)cc2s1 | -7 | 2 | 5 | -4 | -0.2 | -2 | -6 | 0.2 | 3
CCN(CC)S(=O)(=O)c1ccc(OC)c(NC(=O)c2ccc(N3CCCC3=O)cc2)c1 | . | -1 | 1 | 17 | -0.1 | 18 | -6 | -1.4 | 5
O=C(/C=C/c1ccccc1)NC(=S)NNC(=O)Cc1cccs1 | -1 | -13 | 0 | 5 | -0.5 | 2 | -1 | 0.1 | 8
COc1cccc(C(=O)CSc2nnc(-c3cc(OC)c(OC)c(OC)c3)o2)c1 | -4 | -1 | 1 | 12 | 0.2 | -9 | 2 | 0.1 | -1
CC(C)(C)c1ccc(-c2nnc(NC(=O)c3ccccc3)s2)cc1 | -3 | 0 | 2 | 4 | 0.7 | 4 | 20 | 0.8 | -9
COc1ccccc1NS(=O)(=O)c1ccc(O)c(C(=O)OCC(=O)Nc2ccccc2F)c1 | -3 | -1 | 1 | -9 | 0.0 | -5 | 17 | -2.4 | 2
COc1ccc(Cl)cc1NS(=O)(=O)c1cn(C)nc1C | -6 | 1 | 4 | -7 | 0.0 | -4 | 0 | -1.8 | 0
O=C1CN(C(=O)N[C@@H](Cc2ccccc2)C(=O)N[C@@H](C(=O)O)c2ccccc2)c2ccccc2N1 | -5 | 24 | 2 | -1 | 0.6 | 11 | 14 | 0.4 | 0
CC(C)C[C@H](N)c1nnc(SCc2ccc(Cl)cc2Cl)o1 | 0 | 30 | 27 | . | -1.9 | -11 | 3 | -0.9 | .
O=C(c1cccc([N+](=O)[O-])c1)N1CCN(c2ccc(Nc3ccccc3)nn2)CC1 | -2 | -1 | -4 | . | -0.4 | . | 15 | 1.9 | -3
CN(C)S(=O)(=O)c1ccc(C(=O)N(Cc2cccnc2)c2nc3c(F)cc(F)cc3s2)cc1 | -2 | -10 | 3 | . | 0.5 | . | -4 | 1.0 | -26
Cc1ccc(S(=O)(=O)N2CCN(C(=O)N3CCOCC3)CC2)c(C)c1 | 2 | 1 | -1 | -34 | 0.5 | -9 | 3 | -0.6 | 1
O=C1c2ccccc2NC(c2ccccc2)N1Cc1ccco1 (configuration not stated) | -2 | 6 | 2 | -13 | -0.1 | 0 | 5 | 0.8 | -8
COCCNC(=O)CCSc1nc(-c2ccc3c(c2)OCO3)cc(C(F)(F)F)n1 | -5 | -1 | 2 | . | -0.7 | -2 | 2 | -0.9 | .
Nc1nc(N2CCN(c3ccccn3)CC2)nc2ccccc12 | -3 | -5 | -1 | 20 | 0.6 | -2 | 10 | -1.0 | 1
COc1cc2c(cc1OC)C(C)N(C(=O)Nc1ccccc1)CC2 (configuration not stated) | -7 | -4 | 0 | 8 | -0.1 | -1 | -1 | -1.0 | 7
COc1ccccc1Nc1ncnc2nc[nH]c12 | -6 | 3 | 0 | -4 | 0.0 | -9 | 5 | -0.3 | 2
COc1cccc(CNC(=O)CCS(=O)(=O)c2cccc3nsnc23)c1 | -5 | 1 | 2 | -2 | -0.1 | -8 | 4 | 0.8 | 7
COc1cc(C(=O)Nc2ccccc2N2CCN(S(C)(=O)=O)CC2)cc(OC)c1OC | 2 | -2 | 2 | 18 | 0.1 | 10 | 12 | -0.1 | 4
CC(Sc1ccccc1)C(=O)Nc1ccc(N2CCOCC2)cc1 (configuration not stated) | 5 | 12 | 2 | -9 | 0.4 | -10 | -2 | 0.3 | -2
Cc1ccc(N2C(=O)C(CC(=O)Nc3cccc(F)c3)N(CCc3ccncc3)C2=O)cc1 (configuration not stated) | -1 | 1 | 0 | -6 | 0.5 | 18 | -3 | -0.3 | 5
CCN(CC)CCNC(=O)Cn1cnc2sc(C)c(S(=O)(=O)N3CC(C)CC(C)C3)c2c1=O (configuration not stated) | -7 | -1 | 6 | 11 | -0.9 | -2 | 3 | -0.1 | -32
O=C(Oc1ccc(Cl)cc1)c1ccc2nccnc2c1 | 1 | 1 | 0 | -6 | -0.1 | 4 | 2 | 0.7 | 8
NC(=O)C1CCN(C(=O)CN2CCN(c3cccc(C(F)(F)F)c3)CC2)CC1 | 1 | -2 | 1 | 5 | 0.2 | 3 | -4 | -0.1 | -20

Just RXFP1 antagonist and D1 potentiator, for some of the entries so far:
molecule | RXFP1 antagonist | D1 potentiator
COc1ccccc1Nc1ncnc2nc[nH]c12 | 2 | -6
COc1cccc(CNC(=O)CCS(=O)(=O)c2cccc3nsnc23)c1 | 7 | -5
COc1cc(C(=O)Nc2ccccc2N2CCN(S(C)(=O)=O)CC2)cc(OC)c1OC | 4 | 2
CC(Sc1ccccc1)C(=O)Nc1ccc(N2CCOCC2)cc1 (configuration not stated) | -2 | 5
Cc1ccc(N2C(=O)C(CC(=O)Nc3cccc(F)c3)N(CCc3ccncc3)C2=O)cc1 (configuration not stated) | 5 | -1

Next section
SMILES | D1 potentiator | TRHR enhancer | D1 agonist | D2 antag | TRHR ag | D1 antagonist | D2 potentiator | D2 ag | RXFP1 antagonist
Cc1nn2c(=O)c(NC(=O)c3ccc(Cl)cc3)cnc2s1 | 0 | 5 | 4 | -2 | 0.5 | -7 | -26 | 0.7 | -13
CCN(CC)c1ccc(NC(=O)C2CCC(CNc3c(N4CCCC4)c(=O)c3=O)CC2)c(C)c1 (configuration not stated) | -5 | 0 | 2 | -16 | 0.3 | 20 | -12 | -0.2 | 7
COc1ccc(S(=O)(=O)Nc2cccc(F)c2C)cc1C(=O)N1CCOCC1 | 3 | 1 | 0 | -2 | 0.3 | -9 | -22 | -0.2 | -3
C=CCn1c(SCC(=O)Nc2ccc(C(=O)OCC)cc2)nnc1-c1cccs1 | 9 | 6 | 2 | 1 | 0.8 | 10 | 18 | 0.1 | -9
Cn1c(SCC(N)=O)nnc1C1CCN(C(=O)NC2CCCCC2)CC1 | 0 | 8 | 0 | 9 | 1.0 | -1 | 13 | 1.3 | -7
CN(C)c1ccc(C(=O)N2CCCC2)cc1 | -6 | -6 | 3 | -3 | 1.0 | 3 | 9 | 2.0 | 3
Cc1cccnc1NC(=O)c1ccc2c(c1)OCO2 | 2 | 9 | 2 | -3 | 0.3 | -13 | -4 | 0.5 | -7
CC1CC(=O)C2=C(C1)Nc1nc3ccccc3n1C2c1cccnc1 (configuration not stated) | 14 | -7 | 1 | 21 | -0.7 | -7 | -3 | -1.9 | 11
CCc1ccc(CNC(=O)Cc2c(C(=O)O)c(C)cn2C)cc1 | 0 | 1 | 3 | . | -0.4 | 8 | -10 | 0.3 | -5
O=C(NCCC1=CCCCC1)C(=O)NCCc1ccc(Cl)cc1 | 4 | 4 | 1 | -5 | 0.8 | 0 | -2 | 0.4 | -12
O=C1c2ccccc2C(O)N1c1cccnc1 (configuration not stated) | 8 | 2 | 1 | -3 | 0.3 | 7 | -14 | 0.4 | -1
COc1cc([C@@H]2c3cc4c(cc3[C@@H](NC3CCN(Cc5ccccc5)CC3)[C@H]3COC(=O)[C@H]23)OCO4)cc(OC)c1O | -4 | -1 | 9 | -28 | 0.7 | -11 | 0 | -0.3 | .
CCc1ccc(S(=O)(=O)c2n[nH]n3c2nc(=O)c2ccccc23)cc1 | -3 | 16 | -1 | -36 | 0.4 | -21 | 11 | 0.1 | -3
COc1ccc(OCC(=O)Nc2ccccc2Cl)cc1 | -1 | 2 | 3 | 2 | -0.3 | 0 | -23 | -0.2 | -6
COc1cc(NC(=O)CCc2c(C)nn(-c3ccc4nnc(C)n4n3)c2C)cc(OC)c1OC | -3 | 4 | 2 | . | -0.6 | 18 | -2 | 1.2 | 4
CCc1cc(=O)oc2cc(OCC(=O)NCC3CCC(C(=O)O)CC3)ccc12 (configuration not stated) | 8 | 5 | 2 | -16 | 0.3 | 0 | -2 | 0.3 | .
COc1ccc(OC)c(S(=O)(=O)NCCS(=O)(=O)N2CCN(c3ccccc3)CC2)c1 | -5&2 | -2&20 | 5&1 | -3 | -0.1&-0.1 | 14&3 | 14&-1 | -0.2&0.2 | -20
COC(=O)Nc1ccc(S(=O)(=O)N2CCN(C)CC2)cc1 | 4 | -3 | 3 | 9 | -0.7 | -21 | 10 | -0.5 | -3
CC(=O)Nc1sc2c(c1C(=O)N1CCOCC1)CCCCC2 | -2 | 1 | 1 | 5 | 0.9 | 0 | 2 | -0.1 | 5
COc1ccccc1NC(=O)c1nnn(Cc2ccccc2)c1NC(=O)C(F)(F)F | 8 | -2 | 2 | 4 | -0.1 | -1 | -6 | 0.4 | -8
Cc1cnc(CNC(=O)C2CCC(=O)N(CCc3ccc(Cl)cc3)C2)cn1 (configuration not stated) | 1 | 5 | 0 | -8 | 0.4 | -5 | -7 | -0.8 | -9
COc1ccccc1/C=C/CN1CC(C)OC(C)C1 (configuration not stated) | -2 | 4 | 0 | 8 | -0.4 | 31 | -19 | -1.7 | -2
COc1cc(NC(=O)c2cc(C)on2)cc(C(=O)Nc2cccc(C(F)(F)F)c2)c1 | 0 | -1 | 6 | -19 | 0.3 | -2 | -10 | 0.4 | 14
CNC(=S)Nc1cccc([N+](=O)[O-])c1 | 0 | -2 | 3 | -5 | -0.9 | -1 | 4 | -1.1 | -7

The list goes on, starting with the last 3 of the part before.
SMILES | D1 potentiator | TRHR enhancer | D1 agonist | D2 antag | TRHR ag | D1 antagonist | D2 potentiator | D2 ag | RXFP1 antagonist
COc1ccccc1/C=C/CN1CC(C)OC(C)C1 (configuration not stated) | -2 | 4 | 0 | 8 | -0.4 | 31 | -19 | -1.7 | -2
COc1cc(NC(=O)c2cc(C)on2)cc(C(=O)Nc2cccc(C(F)(F)F)c2)c1 | 0 | -1 | 6 | -19 | 0.3 | -2 | -10 | 0.4 | 14
CNC(=S)Nc1cccc([N+](=O)[O-])c1 | 0 | -2 | 3 | -5 | -0.9 | -1 | 4 | -1.1 | -7
CC(=O)N1CCN(C(C)=O)C1c1ccccc1 | -4 | 9 | 6 | -12 | 0.5 | -7 | 3 | -0.2 | -3
COc1ccc(NC(=O)COC(=O)c2cc(C)oc2C)c([N+](=O)[O-])c1 | -4 | -6 | 1 | 4 | -0.7 | 5 | -2 | -0.2 | 13
COc1ccccc1NC(=O)c1c[nH]c2ccccc12 | -7 | 1 | 0 | 5 | -1.2 | -18 | 7 | -0.9 | 3
CC(C)(C)C(=O)Nc1ccc(C(=O)N/N=C/c2ccccc2OC(=O)c2ccc(Cl)cc2Cl)cc1 | -2 | 8 | 12 | -4 | -0.1 | -5 | -10 | -1.9 | -2
O=C(c1ccccc1)c1nc2c(n1O)CCCCC2 | 3 | -3 | 2 | -13 | -0.1 | 5 | 6 | 4.5 | 6
CCN1CCCC1CNC(=O)CSc1cc(=O)n(CC)c2ccccc12 (configuration not stated) | -5 | 0 | 0 | -10 | -0.1 | -1 | 4 | 0.1 | 15
COC(=O)C(Cc1ccc(O)cc1)N1Cc2ccccc2C1=O (configuration not stated) | -2 | 4 | 5 | . | -0.9 | -17 | . | . | 4
COc1ccc(S(=O)(=O)N(CC(=O)NCC2CCCO2)c2ccc(Cl)cc2)cc1 (configuration not stated) | -10 | -2 | 0 | . | -0.2 | -18 | . | . | -1

High-throughput results (PubChem)
